# EPAC1 agonist – EPAC1 (human) agonism | O95398 | EPAC1 agonist qHTS, biochemical assay; response scale: 100% = response to 6.5 mM cAMP | Potency, µM (doses to about 154 µM), inactives show at the top dose activation, most hits filed as activators | 360,000 tested, 0.073% active | AID 720707; further: potency means the concentration at half of the fitted maximal effect; nearly all actives have a fitted effect of over 60% in size
#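 Multi-concentration qHTS readout: loss of Rap1B-bound BODIPY-GDP fluorescence driven by 100 nM EPAC1 with excess GDP (50 uM), monitored kinetically at room temperature; agonist response expressed relative to 6.5 mM cAMP.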
# CCT chaperon mod – modulators of cytosolic chaperonin (CCT/TRiC) activity | purified chaperonin ATPase assay, HTRF ADP detection, 30 min | activity change, % (concentration not given with the values), hits read low | 360,000 tested, 0.3% active | AID 651819; in the data active means activity change below about -30%; further: on the % scale 0 is the no-effect control and ±100 the full control effect
#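 Nucleotide hydrolysis assay: TRiC at 20–40 nM final (set by batch activity) with 10 uM ATP, 30 min at 37 °C, in presence of 76 uM compound. Detection by competitive ADP HTRF, 30 min ambient.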
# EPAC1 antag – EPAC1 (human) antagonism. O95398. EPAC1 GEF assay, Rap1b-BODIPY-GDP exchange fluorescence. Potency, µM (top dose mostly 115 µM), for inactives: top-dose activity change, negative = inhibition, most hits filed as inhibitors. 360,000 tested, 0.14% active. AID 720709;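 further: potency means the concentration at half of the fitted maximal effect; plate controls were vehicle for no effect and positive control for full effect; nearly all actives have a fitted effect of over 50% in size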
# PI5P4K alpha inh – PI5P4K alpha (human) kinase inhibition. P48426. PI5P4Kalpha enzyme, ADP-Glo luminescence, 60 min; active compounds read low. max response, %. 330,000 tested, 1.2% active. AID 652105; active means max response of -50% or lower; inconclusive means between -30% and -50%; inactive means -30% or higher; further: value at the top dose of about 77 µM; on the % scale 0 is the no-effect control and ±100 the full control effect
# Target sequence (P48426 whole entry, looked up): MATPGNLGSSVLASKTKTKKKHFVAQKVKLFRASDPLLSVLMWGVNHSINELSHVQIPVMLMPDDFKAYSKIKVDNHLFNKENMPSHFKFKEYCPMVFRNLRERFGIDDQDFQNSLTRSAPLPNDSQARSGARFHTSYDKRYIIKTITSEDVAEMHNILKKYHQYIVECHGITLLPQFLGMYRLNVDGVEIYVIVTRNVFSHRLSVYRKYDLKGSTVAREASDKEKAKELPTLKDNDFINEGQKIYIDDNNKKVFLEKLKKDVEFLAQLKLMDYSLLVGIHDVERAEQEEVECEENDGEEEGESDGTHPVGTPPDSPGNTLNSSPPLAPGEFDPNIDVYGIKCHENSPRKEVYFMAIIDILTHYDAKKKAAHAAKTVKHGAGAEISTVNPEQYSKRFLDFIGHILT
#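 ADP-Glo luminescence end-point read after a 60 min room-temperature kinase reaction of PI5P4Kalpha plus substrate, initiated with ATP at 5 microM final. Buffer: 0.038 M HEPES pH 7.4, EGTA, 0.1% CHAPS, 5% DMSO.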
# WRN helicase inh – blocks human WRN helicase. Q14191. WRN helicase unwinding, fluorescent forked duplex, kinetic. Potency, µM (doses to about 114 µM), without a hit: at the highest dose activity change, negative = inhibition, actives largely listed as inhibitors. 360,000 tested, 0.46% active; further: potency means the concentration at half of the fitted maximal effect; on the % scale 0 is the no-effect control and ±100 the full control effect; nearly all actives have a fitted effect of over 55% in size
#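 Enzyme (20 nM final) and test compound sit together 15 min at room temperature before substrate addition. Substrate is a single-forked duplex oligonucleotide (100 nM) labelled with fluorophore and quencher, with 2 mM ATP; helicase unwinding raises red fluorescence, read kinetically.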
# EPAC2 agonist – agonists of human EPAC2 (RAPGEF4). EPAC2 activation, biochemical qHTS; response scale: 100% = 6.5 mM cAMP response. 360,000 tested, 0.079% active. Potency, µM (series often up to 154 µM), without a hit: at the top dose activation, most hits filed as activators; further: potency means the concentration at half of the fitted maximal effect; nearly all actives have a fitted effect of over 50% in size
#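 Compounds were titrated in qHTS against a Rap1B-BODIPY-GDP (250 nM) complex with EPAC2 (100 nM) and GDP (50 uM). BODIPY-GDP release tracked at 480/540 nm over 30 min at room temperature, normalized to 6.5 mM cAMP.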
# PLK1 PBD block – PLK1 (human) polo-box domain binding inhibition | AID 720504 | 360,000 tested, 2.8% active | Plk1 PBD binding of FITC phosphopeptide, fluorescence polarization | P53350 | Potency, µM, inactives show max response, negative = inhibition, usual class: inhibitors; further: potency means the concentration at half of the fitted maximal effect; series mostly up to about 57 µM; on the % scale 0 is the no-effect control and ±100 the full control effect; nearly all actives have a fitted effect of over 65% in size
# Target sequence (P53350 whole entry, looked up, the tested form may be a part): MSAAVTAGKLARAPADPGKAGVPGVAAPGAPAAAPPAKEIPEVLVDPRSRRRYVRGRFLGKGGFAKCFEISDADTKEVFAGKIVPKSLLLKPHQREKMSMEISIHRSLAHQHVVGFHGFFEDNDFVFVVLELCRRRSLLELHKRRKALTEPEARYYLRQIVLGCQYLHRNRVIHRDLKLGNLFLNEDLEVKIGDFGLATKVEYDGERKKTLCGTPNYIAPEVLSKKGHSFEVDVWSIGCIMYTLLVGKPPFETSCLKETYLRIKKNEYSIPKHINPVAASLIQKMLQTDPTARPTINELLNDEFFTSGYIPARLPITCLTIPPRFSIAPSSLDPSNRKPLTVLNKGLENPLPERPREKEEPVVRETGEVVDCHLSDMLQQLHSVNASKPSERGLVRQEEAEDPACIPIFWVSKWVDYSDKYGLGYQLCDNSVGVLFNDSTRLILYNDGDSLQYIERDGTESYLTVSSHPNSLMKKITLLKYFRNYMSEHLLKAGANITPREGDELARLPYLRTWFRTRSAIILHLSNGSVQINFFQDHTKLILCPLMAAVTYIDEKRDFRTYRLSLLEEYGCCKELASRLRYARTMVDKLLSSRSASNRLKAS
# IL2 activator – activators of IL-2. IL-2 activation reporter assay, cell-based qHTS; stimulated with anti-CD3/CD4/CD28 beads; in transgenic mouse T cells. activation, % (series mostly up to about 46 µM). 360,000 tested, 0.065% active. AID 652025; in the data active means activation above about 50%; inconclusive means mostly about 30% to 49%; further: 0% is about no effect
#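 Using fluorescent plate cytometry, EGFP and DsRed are detected in transgenic mouse T cells stimulated 18 h at 37 degrees C with antibody-coated beads after 60 min compound pretreatment.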
# The depositor's hits bear a star; ? = inconclusive; . = not tested or not shown; [ ] = dose if it differs, or a comment. Unless noted, the call rests on the fitted dose curve; in most records, active means well fitted curve in the direction sought with a large enough effect; inconclusive means small, poorly fitted or top-dose-only effect, or another doubt; inactive means no such curve, though single readings can be large; an effect the other way counts as inactive or inconclusive. These rows are one share of the data. The share of hits here may be higher or lower than overall.
SMILES,EPAC1 agonist,CCT chaperon mod,EPAC1 antag,PI5P4K alpha inh,WRN helicase inh,EPAC2 agonist,PLK1 PBD block,IL2 activator
COc1ccc(-n2nnnc2C(CCSC)N2CCN(C/C=C/c3ccccc3)CC2)cc1 (stereo not given),14%,-1.6,-2%,5,-8%,17%,-5%,-0.4
Cn1ncc([N+](=O)[O-])c1C(=O)N/N=C/c1c[nH]c2ccccc12,-8%,0.0,?,5,-14%,0%,2%,-0.3
C[C@H](CO)N1C[C@H](C)[C@@H](CN(C)C(=O)c2cnccn2)Oc2ncc(Br)cc2C1=O,8%,-1.5,13%,-6,6%,8%,-6%,-1.5
COC(=O)c1cn(N(C)c2ncc(C(F)(F)F)cc2Cl)c(=O)c2ccccc12,7%,2.4,-4%,10,-6%,4%,-3%,2.1
Cc1ccc(-c2nnn(CC(=O)Nc3ccc4nn(-c5ccccc5)nc4c3)n2)o1,5%,-0.7,0%,-28,-18%,-4%,-2%,24
Cc1c(-c2ccnc3cc(C(=O)O)nn23)cnn1C,1%,-3.1,-13%,?,-11%,5%,2%,-1.8
S=C(N/N=C/c1cccs1)NC1CC2CCC1C2 (stereo not given),8%,1.6,5%,4,-2%,20%,2%,1.3
Cc1cc(N2CCC(C)CC2)nc2cccc(O)c12,-3%,-1.4,-12%,6,-14%,3%,-6%,-3.6
COc1ccc(/C=N/N2C(=N)SCC2=O)cc1,-12%,0.0,2%,-1,-9%,5%,-14%,-3.4
CC1(Cc2ccc(Cl)s2)C(=O)Nc2c(Cl)ccc(Cl)c21 (stereo not given),-6%,-2.2,-15%,4,0%,18%,-7%,0.1
COc1ccc(NC(=S)N2CCC(C(=O)c3ccc(Cl)cc3)CC2)cc1,-2%,-0.4,-9%,-4,0%,-1%,4%,-0.6
Cc1ccc(S(=O)(=O)N2CCC(C(=O)NCCN3CCOCC3)CC2)cc1C,18%,-2.1,5%,9,7%,10%,8%,2.0
COc1ccc(C(F)(F)F)cc1NC(=O)c1nc2nc(C)cc(C(F)F)n2n1,6%,-2.4,-6%,10,1%,-13%,-5%,0.6
O=C(CCCC(=O)N1CCCc2ccccc21)N1CCCc2ccccc21,4%,-0.4,0%,-2,5%,0%,-2%,-0.7
Cc1cc(C)c(C#N)c(SCC(=O)N2CCN(Cc3ccccc3)CC2)n1,0%,1.4,4%,-5,3%,8%,-15%,-0.3
CCOc1ccc(CN(C)C(=O)c2cccnc2OCC)cc1OC,13%,0.9,2%,-4,-5%,4%,2%,5.5
COc1ccc(CC(=O)OCC(=O)Nc2ccc3c(c2)OCO3)cc1OC,-1%,-1.7,-20%,-24,-13%,18%,-2%,-0.2
COc1cc(/C=C2\C(=N)N3N=CSC3=NC2=O)ccc1OS(=O)(=O)c1ccccc1[N+](=O)[O-],-18%,0.6,-16%,?,?,-7%,27µM*,0.1
CC(=O)c1cn(Cc2ccccc2)c(=O)n(Cc2ccc(F)cc2)c1=O,-8%,-1.4,-4%,-7,-16%,-1%,?,-0.8
Cc1n[nH]c(=S)n(/N=C/c2cccs2)c1=O,0%,0.7,-14%,-9,1%,14%,-13%,-5.4
Cc1ccccc1OC(C)C(=O)N1CCC(Cc2ccccc2)CC1 (stereo not given),-6%,0.7,-25%,-5,-4%,2%,2%,-4.2
Cc1ccccc1N1CCN(S(=O)(=O)c2ccc3ccccc3c2)CC1,-4%,-8.3,-4%,0,-26%,4%,-11%,0.9
CCC(CC)c1nnc(NC(=O)C2CSC3(C)CCC(=O)N23)s1 (stereo not given),-1%,-0.7,3%,9,0%,-4%,4%,-3.1
CCc1nc2ccccc2c(C(=O)OCC(=O)N(CCOC)c2c(N)n(Cc3ccccc3)c(=O)[nH]c2=O)c1C,-6%,-2.3,-3%,4,9%,4%,-4%,-2.2
COC(=O)Cc1c(C)c2ccc(OC3CCCCC3=O)cc2oc1=O (stereo not given),-9%,0.5,14%,-1,-3%[57.1 µM],1%,-4%,-2.5

# Next structures follow:
SMILES,EPAC1 agonist,CCT chaperon mod,EPAC1 antag,PI5P4K alpha inh,WRN helicase inh,EPAC2 agonist,PLK1 PBD block,IL2 activator
CCOc1ccc(S(=O)(=O)NCc2ccco2)c2ccccc12,10%,-3.2,-28%,.,-24%,20%,-15%,-1.8
O=C(NCc1ccccn1)Nc1ccc(Cl)cc1Cl,-7%,-0.1,-12%,8,-9%,6%,-4%,0.5
CC(C)Oc1ccc(C2C(C(=O)c3ccco3)=C(O)C(=O)N2Cc2cccnc2)cc1 (stereo not given),5%,0.7,1%,.,-8%,-6%,-2%,-2.9
COc1ccc2cc(C(=O)COC(=O)COc3ccc4c(C)cc(=O)oc4c3)ccc2c1,-3%,-1.9,-17%,1,-5%,-1%,-10%,2.6
O=C(COc1ccc(Cl)cc1)NCCCNC(=O)c1cnccn1,-16%,-1.2,-19%,2,-3%,-4%,?,-1.3
C/C(=N\NC(=O)CCCOc1ccc(Cl)cc1C)c1ccc(C)o1,-14%,0.4,-1%,-4,13%,1%,0%,-1.4
Cc1csc(NC(=O)c2sccc2C)n1,12%,-0.3,1%,-19,7%,2%,-14%,3.0
Cc1occc1-c1nnc(-c2cc([N+](=O)[O-])cc([N+](=O)[O-])c2)o1,-1%,-2.7,-1%,?,-6%,10%,-8%,0.5
O=c1c2ccccc2n2c(=S)[nH]nc2n1-c1ccccc1,3%,-1.2,-5%,-23,-21%,2%,21µM*,2.7
CCOC(=O)C1CCCCN1Cc1ccc(OC)c(OC)c1OC (stereo not given),-6%,-0.6,12%,1,10%,5%,-3%,-2.8
CN(C)C(CNC(=O)c1cc(S(=O)(=O)N(C)Cc2ccccc2)ccc1Cl)c1ccco1 (stereo not given),1%,-3.2,-2%,3,0%,-2%,-3%,-0.5
Cc1ccc(NC2=NCC(=O)N2Cc2ccc3c(c2)OCO3)cc1,-4%,1.4,-8%,-3,-7%,3%,3%,0.1
O=C(NO)c1ccccc1C(F)(F)F,0%,0.5,13%,-1,3%,3%,4%,1.0
COc1ccccc1NC(C)C(=O)N/N=C/c1ccccc1OCc1cccc(Br)c1 (stereo not given),6%,1.1,4%,0,-9%[57.1 µM],7%,0%,-6.6
O=C(CCc1ccccc1O)N/N=C/c1ccc(Sc2cccc3cccnc23)o1,17%,-1.3,-1%,-13,-2%,9%,-10%,-4.3
O=C(Nc1cc(F)ccc1F)c1ccc(-n2cncn2)c([N+](=O)[O-])c1,-6%,1.1,-3%,-1,-6%,-5%,-4%,-3.1
O=C(COC(=O)c1ccc2c(c1)OCO2)Nc1ccccc1F,4%,-3.6,-6%,1,2%,2%,1%,-0.7
CCOC(=O)C1=C(COC(=O)COc2cc(C)ccc2C)NC(=O)NC1C (stereo not given),-4%,-12,6%,2,-1%,1%,-1%,2.0
Cc1oc(-c2ccccc2F)nc1CS(=O)(=O)CC(=O)NC1CCCC1,-5%,-1.8,-4%,-2,-3%,9%,-2%,-0.8
CC(=O)Nc1ccc(Nc2c3c4c(cccc4n(C)c2=O)C(=O)c2ccccc2-3)cc1,?,-0.1,35%[activator],5,-29%[57.1 µM],112µM*,6.7µM*,2.4
Cc1ccc(OCCn2ccnc2)c(C)c1,4%,-5.9,-8%,-7,4%,14%,1%,-0.1
CSc1cccc(NC(=O)C2CCN(C(=O)c3ccccc3C)CC2)c1,-12%,0.3,-25%,0,5%,-2%,2%,-2.3
CC(OC(=O)C1CC2CCCC(C1)C2=O)C(=O)Nc1cccc([N+](=O)[O-])c1 (stereo not given),0%,2.1,-6%,0,-2%,8%,-8%,-0.8
CCC(=O)N1CCC(C)(C(=O)NCc2cccc(OC)c2)C1 (stereo not given),4%,-2.3,4%,7,-4%,0%,-5%,-0.3
Cc1c(C)c2ccc(OCC(=O)NCCN3CCOCC3)c(C)c2oc1=O,7%,1.8,-29%,6,4%,3%,-7%,-0.2

# Four records picked at random from those above:
SMILES,EPAC1 agonist,CCT chaperon mod,EPAC1 antag,PI5P4K alpha inh,WRN helicase inh,EPAC2 agonist,PLK1 PBD block,IL2 activator
Cc1oc(-c2ccccc2F)nc1CS(=O)(=O)CC(=O)NC1CCCC1,-5%,-1.8,-4%,-2,-3%,9%,-2%,-0.8
O=c1c2ccccc2n2c(=S)[nH]nc2n1-c1ccccc1,3%,-1.2,-5%,-23,-21%,2%,21µM*,2.7
Cc1c(-c2ccnc3cc(C(=O)O)nn23)cnn1C,1%,-3.1,-13%,?,-11%,5%,2%,-1.8
O=C(NO)c1ccccc1C(F)(F)F,0%,0.5,13%,-1,3%,3%,4%,1.0

# (continued)
SMILES,EPAC1 agonist,CCT chaperon mod,EPAC1 antag,PI5P4K alpha inh,WRN helicase inh,EPAC2 agonist,PLK1 PBD block,IL2 activator
CC(C)C(=O)NC(=S)Nc1ccccc1N1CCN(C(=O)c2ccc(Cl)cc2)CC1,0%,0.3,3%,4,-4%,20%,-7%,-0.3
COc1ccccc1NC(=O)CON=C(N)CC(=O)NC1CCCCC1,-5%,-0.7,-1%,3,0%,-12%,4%,-0.6
O=C(c1cn2ccccc2n1)N1CCc2c([nH]c3ccccc23)C1c1ccccn1 (stereo not given),3%,-2.1,-13%,4,-11%[57.1 µM],4%,-1%,2.7
OC[C@@H]1CN(CCN2CCOCC2)C[C@H](n2cnc3c(NCc4ccco4)ncnc32)O1,-1%,0.7,-7%,-1,-9%,-6%,5%,0.1
COc1ccc(-c2nnn(CCc3nn[nH]n3)n2)cc1,0%,1.5,0%,-7,-1%,-1%,2%,2.6
Cc1c(C(=O)NNC(=O)c2ccncc2)oc2ccccc12,-5%,-2.2,9%,0,1%,-7%,1%,0.3
COc1ccc(-c2cnc3c(-c4ccc(F)cc4)cnn3c2N)cc1,1%,-1.3,-1%,2,8%,-7%,-1%,1.0
CC[C@]12C(=O)N(C)C[C@H]([C@@H]3C(=O)N(C)C(=O)[C@@H]31)N2C(=O)c1ccc(C(F)(F)F)cc1,-5%,0.8,5%,-8,-2%,5%,1%,1.5
Cc1ccc(S(=O)(=O)N2CCN(C(=O)CCNC(=O)c3ccccc3Cl)CC2)cc1,4%,-1.3,-1%,-5,-9%,-1%,-1%,-3.5
O=C1C2CC=C(Cl)CC2C(=O)N1CCc1c[nH]c2ccccc12 (stereo not given),5%,-2.3,-2%,.,-2%,10%,-9%,-1.7
CC1(C)c2ccccc2N2CC(=O)N[C@@]21/C=C/C=C/c1ccccc1,15%,-1.5,-1%,5,-23%,7%,0%,-0.9
O=C(NC(c1ccccc1)c1ccccc1)C1CCCC1,-8%,-1.4,?,-7,8%,1%,-12%,-0.2
O=C(O)c1ccc(Cn2cc(/C=C\[N+](=O)[O-])c3ccccc32)o1,4%,-0.9,-21%,-8,?,11%,27µM*,-0.4
